Salmonella PhoP GFP: inhibitors of PhoP regulon expression, primary screen, Salmonella Typhimurium, GFP reporter (AID 1863) | S. Typhimurium PhoP-regulated promoter GFP reporter, 4 h; higher % means a stronger effect | one-dose inhibition, % at 50 µM; IC50 in µM for titrated hits | 300,000 compounds, 0.16% hits;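 active means inhibition over 29.93%, a cutoff 3 SD above the screen mean, later confirmed by dose response; inconclusive means inhibition over 29.93% but no dose response follow-up; inactive means inhibition at most 29.93% or unconfirmed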;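 further: 0% = low Mg2+ inducing control and 100% = high Mg2+ repressing control; strong numbers were not always called active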
Dengue-2 NS5 capping: flavivirus cap methylation enzyme inhibition – biochemical, confirmation dose response, primary screen (AID 588689) | 340,000 compounds, 0.3% hits | Dengue-2 NS5 methyltransferase capping enzyme assay, biochemical; higher % means a stronger effect | one-dose inhibition, % at 25 µM; IC50 in µM for titrated hits; in the data active means a potency from the dose series; inconclusive means inhibition above about 29% without an active follow-up result
West Nile antiviral: inhibition of WNV-induced cytopathic effect – cell-based, CPE readout (AID 1621); CPE inhibition, % at 10 µM; hits with a dose series show IC50 in µM; 290,000 compounds, 0.02% hits; West Nile virus-infected cells, CPE inhibition; higher % means a stronger effect; in the data active means a potency from the dose series; inconclusive means CPE inhibition mostly from about 3.7% at the one dose, without a potency; inactive means the rest, 99 in 100 with CPE inhibition below about 2.2%; further: strong numbers were not always called active
NTR1 agonist: NTR1-driven beta-arrestin-GFP spot formation – imaging, U2OS cells, high content, primary screen (AID 493036); P30989; agonist mode; activation, % at 20 µM; 330,000 compounds, 0.17% hits;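 active means activation at or above 40% of the spot to cytoplasm intensity ratio, with at least 20 cells analyzed; inconclusive means wells under 20 cells, flagged as cytotoxic or low count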;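 further: 0% = DMSO without peptide and 100% = 100 nM NTR1 peptide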
Target sequence (P30989 whole entry, looked up): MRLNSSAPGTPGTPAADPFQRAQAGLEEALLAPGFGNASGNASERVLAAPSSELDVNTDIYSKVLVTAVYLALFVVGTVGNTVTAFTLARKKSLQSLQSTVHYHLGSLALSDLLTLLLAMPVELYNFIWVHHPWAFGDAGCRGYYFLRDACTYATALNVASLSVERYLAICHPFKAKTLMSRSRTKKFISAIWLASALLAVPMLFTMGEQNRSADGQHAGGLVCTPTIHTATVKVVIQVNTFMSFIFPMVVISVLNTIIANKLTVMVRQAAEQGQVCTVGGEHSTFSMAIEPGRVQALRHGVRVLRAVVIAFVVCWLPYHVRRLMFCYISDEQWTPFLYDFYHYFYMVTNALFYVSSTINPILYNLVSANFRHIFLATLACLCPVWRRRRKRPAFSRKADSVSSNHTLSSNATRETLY
T cell modulator: T cell immune modulation candidate | 2C CD8+ T cell-vesicle binding, flow cytometry; active compounds read low | calls only at 7 µM | 330,000 compounds, 0.068% hits | AID 2052;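 active means response, share of CD8 T cells binding vesicles, and their 90th percentile fluorescence all below set limits, cut at about 80% in these data, passing the limit was not always enough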
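Read-out – percent CD8+ FL2 mean versus row control · System – murine 2C transgenic CD8+ T lymphocytes · Times – 1.5 h cell–vesicle binding at 37 °C, then 20 min icy labelling · Control set – naked vesicles low, QL9 vesicles with vehicle high · Detection – cytometric PE anti-B7-1 and Alexa647 anti-CD8 signals after 1% paraformaldehyde fixation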
MgcRacGAP inhibition: MgcRacGAP GTPase-activating activity inhibitors, confirmation, biochemical, ADP Hunter fluorescence | 340,000 compounds, 0.6% hits | inhibition, % at 30 µM; hits with a dose series show IC50 in µM | MgcRacGAP-stimulated Rac1 GTP hydrolysis, ADP Hunter fluorescence; higher % means a stronger effect; GST-tagged Rac1 F28L mutant substrate | AID 624330;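 active means first-screen hits whose inhibition reached a set limit at any dose in the follow-up dose series; inconclusive means inhibition above the set first-screen limit but never retested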;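 further: fluorescence reports GDP produced by GAP-driven GTP hydrolysis; strong numbers were not always called active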
SV40 large T antigen: SV40 large T antigen inhibitors, biochemical (AID 1903); 310,000 compounds, 0.39% hits; one-dose inhibition, % at 20 µM; IC50 in µM for titrated hits; SV40 large T antigen ATPase/helicase inhibition assay; higher % means a stronger effect; in the data active means a potency from the dose series; inconclusive means inhibition mostly from about 32% at the one dose, without a potency; inactive means the rest, 99 in 100 with inhibition below about 32%; further: strong numbers were not always called active
UTI89 phage lysis: inhibition of K1F phage lysis, E. coli UTI89, bacterial capsule biogenesis inhibitors, alamar blue (AID 488966); E. coli UTI89 K1F phage lysis, alamar blue, 2 h; higher % means a stronger effect; one-dose inhibition, % at 100 µM; IC50 in µM for titrated hits; 340,000 compounds, 0.02% hits;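 active means phage lysis inhibition, versus mean bacterial control, above a set limit; inconclusive means no clear call, values can overlap the other calls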;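 further: capsule biogenesis inhibitors block K1F phage lysis so surviving cells raise fluorescence; higher fluorescence means more inhibition of phage lysis; actives were called in the ten point dose series up to 300 µM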
RSV CPE inhibition: inhibition of RSV-induced cytopathic effect – HEp-2 cells, primary 10 µM value included (AID 2391) | CPE inhibition, % at 10 µM, or IC50 in µM where a hit was titrated | 310,000 compounds, 0.13% hits | HEp-2 cells, RSV-induced CPE inhibition; higher % means a stronger effect; in the data active means a potency from the dose series; inconclusive means CPE inhibition mostly from about 23% at the one dose, without a potency; inactive means the rest, 99 in 100 with CPE inhibition below about 21%; further: strong numbers were not always called active
T cell modulator vesicle-bound %: recorded beside T cell modulator, whose call it bears; double positive events, %; measured here: CD8+ vesicle-bound cell fraction;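 binding gate set so that unloaded-vesicle control wells show 10% double positive cells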
NTR1 agonist cell count 20 µM: also measured in NTR1 agonist; calls as there; cell count; measured here: cell count, cytotoxicity flag
Dengue-2 NS5 capping pilot replicate: second read-out of Dengue-2 NS5 capping, no call of its own (marks repeat the call); inhibition, %; measured here: pilot screen replicate inhibition
* marks the source's active call; other numbers are inactive results; i = inactive; ? = inconclusive; · = not tested or not shown; [ ] = remark or other dose.

SMILES | Salmonella PhoP GFP | Dengue-2 NS5 capping | West Nile antiviral | NTR1 agonist | NTR1 agonist cell count 20 µM | T cell modulator | T cell modulator vesicle-bound % | MgcRacGAP inhibition | SV40 large T antigen | UTI89 phage lysis | RSV CPE inhibition | others
O=C(Cn1ncc2c([nH]c3ccccc32)c1=O)Nc1ccc(F)cc1F | -8.7% | 2.6% | -0.2% | 0.0 | 56 | i | 7.8 | 3.9% | 9.2% | 0.3% | 0.8%
COc1ccccc1NC(=O)Nc1ccnn1C1CCN(C(=O)c2cccnc2)CC1 | -1.9% | -4.7% | 0.0% | -1.1 | 63 | i | 54.8 | 6.4% | 10.9% | 0.0% | 0.0%
N#Cc1nc(-c2ccco2)oc1NCc1cccnc1 | 12.0% | -2.4% | -0.9% | -0.1 | 58 | i | 42.9 | 3.3% | 21.0% | -0.8% | 1.6%
COc1ccc(CCNS(=O)(=O)c2ccc([N+](=O)[O-])cc2)cc1OC | 1.0% | -8.0% | -0.6% | 1.7 | 43 | i | 60.0 | 8.4% | 1.9% | -0.1% | 0.9%
Cn1ccnc1SCC(=O)NC12CC3CC(CC(C3)C1)C2 | -4.7% | 3.4% | -0.3% | 1.2 | 40 | i | 25.7 | 4.4% | 5.0% | 5.0% | 1.0%
CCOC(=O)c1csc(NC(=O)c2cc3ccccc3o2)n1 | -0.2% | -2.9% | 0.3% | 1.7 | 55 | i | 59.2 | -4.6% | 12.1% | 0.0% | 6.7%
Cc1nnc(SCC2=C(C(=O)O)N3C(=O)C(NC(=O)c4cc(F)c(F)cc4Cl)C3SC2)s1 (stereo not given) | -0.1% | 8.6% | 0.0% | -0.8 | 42 | i | 19.0 | 23.2% | 7.9% | 0.0% | -0.8%
Cc1cc(C)c2cc(C#N)c(N3CCCN(S(=O)(=O)c4ccccc4)CC3)nc2c1 | · | · | 0.3% | 1.0 | 48 | i | 37.4 | · | · | · | 2.0%
O=C(NCCc1ccc(Cl)cc1)c1cc(-c2ccncc2)nc2ccccc12 | -3.3% | -7.1% | -0.1% | 4.5 | 54 | i | 19.2 | 7.0% | 22.9% | 0.2% | 4.0%
COc1cccc(CNC(=O)CCC2CCCN(C(=O)c3ccc(OC)c(F)c3)C2)c1 (stereo not given) | -6.3% | 8.1% | -0.2% | 1.0 | 52 | i | 21.0 | 10.9% | 14.1% | -0.4%[50 µM] | 6.6%
Cc1nc(S(=O)(=O)NC2CCCCC2)c(C#N)c(C)c1Cl | 3.8% | -3.2% | · | -0.6 | 55 | i | 46.0 | 5.5% | 1.7% | 1.1% | 5.2%
CCOC(=O)COc1ccccc1/C=N/O | -17.0% | -7.4% | 2.5% | 1.0 | 66 | i | 33.5 | 7.9% | 8.6% | -0.7% | 0.9%
CC(C)(C)c1nn2cnnc2n(/N=C/c2ccccc2)c1=O | 5.1% | 6.5% | -0.3% | 2.1 | 66 | i | 36.2 | -0.3% | 5.4% | 0.5% | 1.3%
CN(Cc1cccnc1)Cc1c(C(=O)N2CCc3ccccc3C2)nc2ccc(Cl)cn12 | -6.0% | 5.3% | 0.3% | -0.2 | 63 | i | 53.4 | -4.2% | 7.8% | 0.1% | 0.7%
Cc1ccc(CNC(=O)CN2C(=O)CSc3ccc(S(=O)(=O)N4CCC(C)CC4)cc32)cc1 | -3.1% | -2.7% | -0.4% | 0.6 | 55 | i | 11.8 | 6.8% | 6.9% | 0.7% | 8.2%
O=C(COc1ccc(-c2nnco2)cc1)NCc1ccccc1Cl | 28.2% | -0.4% | -0.3% | -1.2 | 83 | i | 4.9 | -0.8% | 19.9% | 2.2% | 1.5%
O=C(Oc1cc(=O)oc2c1c(=O)n1c3c(cccc23)CC1)c1ccccc1 | -22.6% | -6.3% | -0.6% | 0.3 | 42 | i | 31.5 | 12.4% | 15.7% | -1.2% | 1.3%
Cc1cccc(-c2cc(C(=O)Nc3cccnc3)c3ccccc3n2)c1 | -0.7% | -8.7% | -0.5% | 1.0 | 72 | i | 17.0 | 6.4% | 11.1% | 0.1% | 15.3%
O=C(O)c1cccc(-n2cc(-c3cccc(C(F)(F)F)c3)cn2)c1 | 4.1% | -1.3% | -0.1% | -1.8 | 93 | i | 57.7 | 6.2% | 21.6% | -0.1% | 1.8%
Cc1cc(C(=O)COC(=O)c2ccc(O)cc2)c(C)n1-c1ccccc1F | 4.2% | 0.7% | -0.5% | 3.5 | 64 | i | 26.6 | 6.8% | 5.2% | 0.7% | 2.8%

Structural class: the compounds so far containing two or more sulfur atoms.
SMILES | Salmonella PhoP GFP | Dengue-2 NS5 capping | West Nile antiviral | NTR1 agonist | NTR1 agonist cell count 20 µM | T cell modulator | T cell modulator vesicle-bound % | MgcRacGAP inhibition | SV40 large T antigen | UTI89 phage lysis | RSV CPE inhibition | others
Cc1nnc(SCC2=C(C(=O)O)N3C(=O)C(NC(=O)c4cc(F)c(F)cc4Cl)C3SC2)s1 (stereo not given) | -0.1% | 8.6% | 0.0% | -0.8 | 42 | i | 19.0 | 23.2% | 7.9% | 0.0% | -0.8%
Cc1ccc(CNC(=O)CN2C(=O)CSc3ccc(S(=O)(=O)N4CCC(C)CC4)cc32)cc1 | -3.1% | -2.7% | -0.4% | 0.6 | 55 | i | 11.8 | 6.8% | 6.9% | 0.7% | 8.2%

Continuation:
SMILES | Salmonella PhoP GFP | Dengue-2 NS5 capping | West Nile antiviral | NTR1 agonist | NTR1 agonist cell count 20 µM | T cell modulator | T cell modulator vesicle-bound % | MgcRacGAP inhibition | SV40 large T antigen | UTI89 phage lysis | RSV CPE inhibition | others
CCCCn1c(=N)c(S(=O)(=O)c2ccc(Br)cc2)cc2c(=O)n3cccc(C)c3nc21 | -28.6% | ? | -0.3% | 4.2 | 58 | i | 10.7 | 7.7% | 9.0% | 0.1% | 6.5%
COc1ccc(Cl)cc1C(=O)Nc1cc(=O)n(C)c(=O)n1C | -4.6% | 2.1% | 0.1% | -0.9 | 46 | i | 40.0 | 6.0% | · | 0.3% | 1.2%
Cc1c(C)c2c(OCC(=O)N3CCC(C(N)=O)CC3)cc3c(c2oc1=O)CCC(C)(C)O3 | -10.9% | -8.0% | 0.8% | 4.7 | 92 | i | 29.3 | 1.9% | 5.9% | -5.1% | 7.6%
CCOC(=O)c1c(C)[nH]c(C)c1C(=O)COC(=O)CNC(=O)C1CCCCC1 | -4.3% | -0.8% | 0.2% | -0.5 | 41 | i | 42.4 | 7.9% | 0.1% | 0.1% | 0.2%
CS(=O)(=O)c1cccc(C(=O)Nc2ccc(S(=O)(=O)N3CCCCC3)cc2)c1 | · | 2.2% | · | 0.7 | 63 | · | · | 0.3% | · | 0.7%[50 µM] | ·
CC(C)(C)[C@H]1COC(=O)[C@H](NC(=O)OCC2c3ccccc3-c3ccccc32)C/C=C\C[C@@H](CC(=O)N[C@@H](CO)Cc2ccccc2)C(=O)N1 | · | 0.0% | · | 0.8 | 61 | i | 4.3 | 8.4% | · | 0.4% | ·
COc1ccc2c(c1)CCc1c(C(=O)Nc3cc(C)n(Cc4ccc(Cl)cc4)n3)noc1-2 | -10.6% | 2.4% | -0.3% | 9.1 | 69 | i | 4.0 | -1.3% | 18.4% | 5.7% | 1.1%
COc1ccc(-c2nnn(CC(=O)N(CC(=O)NC3CCCC3)Cc3cccs3)n2)cc1OC | -10.1% | -4.9% | -0.9% | 1.2 | 76 | i | 42.5 | 7.0% | 7.2% | 6.6% | 1.1%
CCCCNC(=O)C1CCN(C/C(C)=C/c2ccccc2)CC1 | 6.6% | -0.8% | -0.2% | 0.5 | 64 | i | 31.6 | 13.7% | 3.7% | -0.2% | -0.9%
CCCCn1c(N)c(N(Cc2ccccc2OC)C(=O)CN2C(=O)NC3(CCCC3)C2=O)c(=O)[nH]c1=O | 5.9% | 0.0% | · | 0.1 | 61 | i | 12.2 | -3.9% | 23.9% | 2.9%[50 µM] | -1.9%
COc1cc(C(=O)N2c3ccccc3CC2C)cc(OC)c1OC (stereo not given) | 0.6% | 1.4% | 0.2% | 1.0 | 65 | i | 56.0 | -6.7% | 0.1% | -0.5% | 2.0%
COc1ccc(C(O)Cn2cc([N+](=O)[O-])nc2C)cc1 (stereo not given) | -0.1% | 6.1% | 1.1% | 0.3 | 51 | i | 56.2 | 11.8% | 1.0% | -1.1% | 1.8%
O=C(COc1ccccc1Br)c1ccc2c(c1)OCO2 | -5.3% | 2.2% | · | 0.7 | 66 | i | 44.3 | 8.5% | -0.3% | 0.7%[50 µM] | 0.7%
CC[C@]12c3[nH]c4ccc(Cl)cc4c3CCN1C(=O)[C@@H](CC(=O)NCCCOC)C[C@@H]2C(=O)N1CCN(C(=O)C2CC2)CC1 | · | 7.3% | · | 3.5 | 52 | · | · | -1.1% | · | 0.2% | · | Dengue-2 NS5 capping pilot replicate=0.9
CN(C(=O)CSc1cn(CC(=O)N2CCOCC2)c2ccccc12)c1ccccc1 | 1.0% | 6.2% | -0.1% | -0.4 | 61 | i | 13.8 | 16.6% | 5.2% | 0.7% | 0.9%
Fc1cc(F)cc(NC(=S)N2CCC(c3ccccc3)C2)c1 (stereo not given) | -5.3% | -11.8% | -0.4% | 1.8 | 63 | i | 23.3 | -2.7% | 15.2% | 0.0% | 1.2%
COc1ccc(C)cc1NC(=O)CSc1nnc(COc2ccc(Cl)cc2)n1Cc1ccco1 | 10.4% | -1.6% | -0.3% | 6.0 | 87 | i | 48.0 | 3.6% | 3.6% | -0.3% | 3.4%
COc1ccc(OCC(=O)N/N=C/C(C)=C/c2ccco2)c(Br)c1 | -4.4% | 0.0% | -0.5% | -0.2 | 45 | i | 24.9 | 0.5% | 0.9% | -0.3% | 0.1%
COc1ccccc1NS(=O)(=O)c1ccc(C(=O)N2CCCCCC2)cc1 | · | -10.9% | · | 1.1 | 54 | i | 35.8 | -0.7% | · | -4.7% | ·
O=S(=O)(Nc1cc(Cl)ccc1N1CCCCC1)c1cccs1 | 4.4% | -9.4% | -0.8% | 1.2 | 87 | i | 23.5 | 6.5% | 9.1% | 0.3% | 17.4%
COC(=O)c1ccc(COC(=O)C23CC4CC(CC(O)(C4)C2)C3)o1 | 6.7% | -4.3% | 0.5% | -3.1 | 103 | i | 37.6 | -2.4% | -2.3% | 0.2% | 0.6%
